Screening data deposited in PubChem by several laboratories.
E coli growth = counter-screen for AddAB inhibitors: E. coli growth inhibition | E. coli V3065 growth, OD600 absorbance, 18 h | inhibition, % at 11.9 µM | 330,000 tested, 0.27% active | AID 449728;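 active = inhibition above the campaign's mean inhibition across all tested compounds plus 3 SD, cut at about 9.9% in these data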;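 note: uninfected addAB+ strain grown without phage in ampicillin broth; 0% = DMSO wells and 100% = ciprofloxacin 0.95 µg/ml wells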
HTR5A inv ag = inverse agonist of human HTR5A in OPRM1-OPRD1 counter-screen. HTR5A cell line, luminescence, inverse agonism. inhibition, % at 9.3 µM. 340,000 tested, 0.083% active. AID 504634; in the data active = inhibition mostly above about 23%, no sharp cut-off; inactive = mostly below about 18%;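 note: 0% = cells with DMSO and 100% = no-cell wells with DMSO; some compounds called inactive have numbers as strong as hits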
Target sequence (P47898 whole entry, looked up): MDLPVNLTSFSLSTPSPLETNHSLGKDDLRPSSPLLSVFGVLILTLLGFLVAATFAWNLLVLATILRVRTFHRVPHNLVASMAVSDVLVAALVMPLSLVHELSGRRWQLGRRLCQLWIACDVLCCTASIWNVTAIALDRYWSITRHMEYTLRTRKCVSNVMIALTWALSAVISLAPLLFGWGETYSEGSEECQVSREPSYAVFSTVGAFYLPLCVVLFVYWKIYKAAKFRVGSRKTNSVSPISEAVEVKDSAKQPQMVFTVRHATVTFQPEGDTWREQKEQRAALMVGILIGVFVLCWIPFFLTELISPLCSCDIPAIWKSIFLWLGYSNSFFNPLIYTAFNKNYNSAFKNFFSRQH
SUMO Mot1 rescue = blocks SUMOylation pathway, rescuing yeast Mot1-301 growth. growth rescue, % at 18.8 µM. 320,000 tested, 1% active. S. cerevisiae Mot1-301 growth rescue, ATP luminescence, 38.5C; percent above DMSO median, 100 means doubled;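 active = every valid replicate shows activation above 250% relative to neutral control wells; inactive = the rest, any valid replicate at or below 250%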;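 note: OY570 slx delta 5 strain wells were the positive control but not used for scaling; some compounds called inactive have numbers as strong as hits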
MOR-DOR inv ag = inverse agonists of human mu-delta opioid receptor heterodimerization | P35372+P41143 | cell-based MOR-DOR heterodimer luminescence, inverse agonism | inhibition, % at 9.3 µM | 340,000 tested, 0.21% active; in the data active = inhibition above about 22%, passing the limit was not always enough;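 note: 0% = cells with DMSO and 100% = wells without cells with DMSO; values of inactives mirror those of a sister screen read the other way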
phage Ecoli inh = E. coli growth loss with phage present | AID 651602 | inhibition, % at 11.9 µM | growth absorbance | 360,000 tested, 0.26% active; in the data active = inhibition above about 11%
PKA-R1A act = activators of PKA-R1A complex; P00514+P68181; PKA-R1A dissociation, Cy5-IP20 fluorescence polarization; scaled: DMSO 0%, 113 µM cGMP 100%; activation, % at 11.4 µM; 340,000 tested, 0.083% active;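 active = percent activation above the mean of all tested compounds plus 3 SD, cut at about 19% in these data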;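 note: higher means more PKAc released from R1A so a rise in polarization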
Tat export inh = blocks Tat-dependent protein export in E. coli | inhibition, % at 10 µM | 340,000 tested, 0.036% active | E. coli MC4100 TorA-mCherry Tat export, fluorescence;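 active = mean replicate inhibition at least 50% and at least half of replicates individually reaching 50%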;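 note: exported cargo escapes ClpAP degradation while cytoplasmic cargo is degraded and loses fluorescence; 0% = median of neutral control wells and 100% = median of NaSCN control wells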
PfHsp90 yeast 2 = reduces growth (ATP signal) of yeast expressing P. falciparum Hsp90; S. cerevisiae expressing PfHsp90, BacTiter-Glo ATP, 48 h; yeast lacking PDR1 and PDR3 efflux regulators; inhibition, % at 9.4 µM; 310,000 tested, 0.32% active;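 active = every replicate shows inhibition above about 80%, whatever the replicate mean, limit read from the data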;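 note: 0% = DMSO neutral controls and 100% = 20 µM radicicol positive controls; yeast relying on Plasmodium falciparum Hsp90 in place of its own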
AddAB inh = less growth of phage-infected E. coli with AddAB | 330,000 tested, 0.29% active | E. coli expressing H. pylori AddAB, absorbance growth | inhibition, % at 11.9 µM | AID 435030; in the data active = inhibition above about 12%;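 note: 0% = vehicle wells of infected cells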
MOR-DOR ag = OPRM1-OPRD1 heterodimerization agonism; P35372+P41143; cells, luminescence; activation, % at 9.3 µM; 340,000 tested, 0.3% active; in the data active = activation above about 18%;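 note: 0% = vehicle-treated cells and 100% = reference agonist; values of inactives mirror those of a sister screen read the other way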
PKA-R2B activ = PKA-R2B complex activation; 340,000 tested, 0.079% active; AID 504700; activation, % at 11.4 µM; P22694+P31323; PKA-R2B holoenzyme dissociation, Cy5-IP20 fluorescence polarization; R2B truncated from residue 108, S112A mutant; 0% DMSO only, 100% 113 µM cGMP;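 active = activation above a cutoff set at the mean over all compounds plus 3 SD, cut at about 18% in these data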;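 note: higher means more holoenzyme dissociation and a rise in polarization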
Target sequence (P31323 whole entry, looked up, other chains not shown, the tested form may be a part): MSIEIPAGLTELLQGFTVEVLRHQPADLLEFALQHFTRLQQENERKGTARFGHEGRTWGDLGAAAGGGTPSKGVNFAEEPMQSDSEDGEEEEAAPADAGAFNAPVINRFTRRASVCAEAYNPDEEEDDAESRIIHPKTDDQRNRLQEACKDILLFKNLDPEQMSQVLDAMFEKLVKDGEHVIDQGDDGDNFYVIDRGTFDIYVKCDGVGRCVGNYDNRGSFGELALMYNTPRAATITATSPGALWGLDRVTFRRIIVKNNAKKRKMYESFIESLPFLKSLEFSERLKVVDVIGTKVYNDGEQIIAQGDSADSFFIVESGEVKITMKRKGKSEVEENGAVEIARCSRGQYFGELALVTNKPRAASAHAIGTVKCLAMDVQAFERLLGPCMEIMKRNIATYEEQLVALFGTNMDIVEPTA
Numbers without * were called inactive; x = no result given; + = active, no number.

Molecule	E coli growth	HTR5A inv ag	SUMO Mot1 rescue	MOR-DOR inv ag	phage Ecoli inh	PKA-R1A act	Tat export inh	PfHsp90 yeast 2	AddAB inh	MOR-DOR ag	PKA-R2B activ
Clc1ccc(OCCCN2CCCC2)cc1Cl	1.2	-6	11	1	3.7	-1	-2	11	2.9	-0.2	-8
COc1cccc(C(=O)N2CCOCC2)c1OC	0.4	1	-7	11	0.0	-8	3	x	-0.3	-2.4	7
CCNc1ccc(P(=O)(c2ccccc2)c2ccccc2)cc1	0.6	5	-1	14	2.9	-7	7	-62	3.6	-2.5	-12
Cc1c(C)n2c(SCC(=O)N3CCOCC3)nnc2[nH]c1=O	-3.5	4	10	13	1.6	-1	-3	x	-0.2	-2.4	3
COc1ccccc1CN1C(=NC(=O)C2CCCCC2)SC2CS(=O)(=O)CC21 (stereo not drawn)	0.2	13	4	18	1.1	-10	1	11	2.2	-3.7	-6
Cc1cc(C)c(NC(=S)N(C)C)c(C)c1	-1.5	14	8	5	1.0	-3	4	1	-0.8	-0.9	-4
COc1ccccc1N(CC(=O)NCCSCc1ccccc1Cl)S(C)(=O)=O	2.5	7	1	6	1.8	8	2	16	1.7	-1.5	9
Clc1ccc(CSc2ncnc3c2ncn3C2CCCCO2)cc1 (stereo not drawn)	x	-4	x	-15	1.5	0	5	-2	x	3.1	0
C=CCN1CC(O)=C(c2nc3ccccc3[nH]2)C1=N	-0.1	7	-2	0	7.2	-5	-5	5	3.9	0.0	-2
Cc1nc(C)n(CCNC(=O)c2ccco2)n1	x	-13	13	16	3.6	14	0	14	x	-3.2	5
Cc1ccc(S(=O)(=O)N2c3ccc(S(N)(=O)=O)cc3CC2C)cc1 (stereo not drawn)	0.4	-5	+	12	3.8	-4	4	4	0.7	-2.3	1
Cc1ccc(SCc2nc(-c3ccncc3)no2)cc1	1.8	4	133	0	0.1	9	-3	-3	0.9	-0.1	2
COc1ccc(OC)c(CCNC(=O)c2cccc(NC3=NC4CS(=O)(=O)CC4S3)c2)c1 (stereo not drawn)	0.1	5	-2	7	1.4	1	-5	-10	-0.2	-1.2	6
CC1CN(C(=O)CCC(=O)NCc2ccc(Cl)cc2)c2ccccc2O1 (stereo not drawn)	0.3	0	2	6	0.5	-20	-4	33	2.5	-1.1	-11
CC(=O)N1CCN(C(=O)CCc2nc3ccccc3c(=O)[nH]2)CC1	0.9	4	-13	1	1.9	-4	-4	x	0.8	-0.1	-6
CC1(C)CC(NC(=O)c2cccc(Cl)c2)CC(C)(C)N1	0.3	-40	1	-5	2.9	-1	9	13	0.4	0.9	0
COc1ccc(CCNC(=O)COC(=O)/C=C/c2ccc(OCC#N)c(OC)c2)cc1	2.2	-11	206	12	4.6	-7	4	-40	4.7	-2.2	6
COc1ccccc1NS(=O)(=O)c1ccc(C)c(NC(=O)C2CCCO2)c1 (stereo not drawn)	3.5	9	2	11	0.7	0	-2	x	2.2	-2.6	-6
N/C(COc1cccc(Cl)c1)=N\NS(=O)(=O)c1ccccc1	1.1	-14	-5	-4	-0.1	8	-8	x	-0.4	0.8	-6
COc1ccc(CN(Cc2ccccn2)C(=O)CN2C(=O)COc3ccccc32)cc1	-2.2	3	3	5	x	-4	6	-6	1.9	-0.9	0
CC(C)(C)NC(=O)C(c1cccnc1)N(C(=O)c1ccc(Cl)nc1)C1CCCC1 (stereo not drawn)	0.2	10	86	4	3.8	-6	4	16	1.7	-0.9	-4
CCOc1cc(C2C3=C(CC(C)(C)CC3=O)OC3=C2C(=O)CC(C)(C)C3)cc([N+](=O)[O-])c1O	1.3	4	-3	5	2.6	-8	1	-25	3.6	-0.9	-1
Cc1cc(C)n2nc(-c3ccco3)nc2n1	0.7	-11	1	13	-0.8	-4	1	12	4.3	-2.8	-1
Cc1ccnc(NS(=O)(=O)c2ccc(NS(=O)(=O)c3ccc([N+](=O)[O-])cc3)cc2)n1	1.3	0	221	4	-0.1	-3	1	-7	5.4	-0.7	-2
CC(Sc1nc(N2CCOCC2)c2c(c1C#N)CC(C)(C)OC2)C(=O)O (stereo not drawn)	-0.6	1	17	13	1.2	9	-5	-2	-3.0	-2.5	2
CC(=O)Nc1cccc(C(=O)/C=C/c2ccc(Br)cc2)c1	-0.9	8	5	-9	1.9	-6	-5	16	1.8	1.3	-8
CN(C(=O)Cn1cc([N+](=O)[O-])ccc1=O)C1CCCCC1	0.7	-19	15	23	1.8	-13	-5	x	-1.4	-5.9	-4
CCC(CO)Oc1cc(NC(=O)c2ccc(Cl)cc2)c2ncn(C(C)C)c2c1 (stereo not drawn)	-2.5	-10	-14	10	1.1	-3	0	10	0.6	-1.9	-11
Cc1ccc(NS(=O)(=O)c2cc(C(=O)N3CCOCC3)ccc2C)cc1C	0.5	1	-13	18	2.0	1	1	6	1.4	-4.0	1
Cc1ccc2c(c1)N(CC(=O)NC1CCCC1)C(=O)CO2	-2.1	6	36	4	0.0	0	-2	-4	2.0	-0.5	-4
Cc1cc(NC(=O)CSc2ccc3nnc(-c4cccs4)n3n2)no1	1.5	0	11	18	1.8	4	6	18	-0.2	-3.0	-10
CCOC(=O)C1=C(C)C(c2ccccc2OC)NC(=O)N1 (stereo not drawn)	-0.8	5	x	16	2.8	-6	-3	-16	-0.3	-2.8	-8
CC(=O)c1cccc(NC(=O)c2cc(C)nn2-c2ccccc2)c1	-0.7	-3	9	12	-1.4	0	-8	-21	-2.2	-2.7	-4
O=c1c2ccccc2[nH]c(=S)n1Cc1ccccc1	1.0	-15	4	-1	2.8	-8	-2	10	4.7	0.1	-2
CCOc1ccc(C(=O)Nc2c(C(=O)N3CCC(N4CCCCC4)CC3)oc3ccccc23)cc1	1.3	-1	33	11	0.5	0	-3	-12	3.9	-2.1	-4
Cc1ccc(NC(=O)CCCCCNS(=O)(=O)c2ccc(C)cc2)cc1	1.3	3	-23	3	0.7	-10	4	32	2.9	-0.6	-17
COc1ccc(C)cc1NC(=O)CN1c2cccc3cccc(c23)S1(=O)=O	-0.5	-1	x	5	0.1	3	4	14	0.1	-1.2	-6
O=C(Nc1cc(C2CC2)nn1-c1ccccc1)c1ccc(F)cc1	-1.8	3	-7	7	0.5	3	-4	49	1.6	-1.3	2
COc1ccc(NC(=O)CSCCc2ccccn2)cc1OC	2.3	-9	-2	16	-1.4	-7	-1	16	-1.1	-3.0	-15
CC(=O)c1cccc(Nc2cc(C)nc3ccc(C)cc23)c1	0.2	-8	72	-5	3.0	15	-1	7	-0.1	1.1	-6
Cc1ccc(C)c(S(=O)(=O)C(C#N)c2nc3ccccc3nc2N2CCOCC2)c1 (stereo not drawn)	1.2	-3	13	11	3.8	-7	2	x	0.3	-2.1	0
O=C(Nc1ccc(/C=C/c2nc3ccccc3o2)cc1)c1c(F)cccc1F	-0.7	-9	-7	-12	2.6	4	-11	x	2.1	2.4	-1
O=C(O)CC/C(=C\c1cc([N+](=O)[O-])ccc1Cl)c1nc2ccccc2s1	1.6	-10	9	-4	1.4	-7	-8	-73	4.5	0.6	-7
COC(=O)c1ccc(NC(=O)CSc2nn3c(=O)c(C)nnc3s2)cc1	0.9	-16	2	16	-1.8	-2	-2	17	0.1	-2.9	-9
Cc1ccc(CN2CCC(CNC(=O)c3ccc(NC(=O)C4=CSCCO4)cc3)CC2)cc1	-0.6	-11	-7	3	1.1	0	-1	3	2.9	-0.6	5
Cc1ccccc1-c1noc(-c2ccccc2C(=O)O)n1	0.3	-5	1	5	1.8	-12	-7	11	4.4	-1.0	-8
S=c1[nH]c2cc3c(cc2[nH]1)OCCO3	-1.8	15	-4	12	-3.4	9	-21	-14	-0.1	-2.3	2
CC1(C)C(=O)OC(c2cc(Br)ccc2O)C(C)(C)C1=O (stereo not drawn)	2.3	6	3	-22	2.9	-11	3	4	8.7	4.9	-4
CC(=O)Nc1ccc(N(C(=O)c2ccco2)C(C(=O)NC2CCCCC2)c2ccccc2)cc1 (stereo not drawn)	0.8	-23	17	16	2.5	-1	-10	-4	0.0	-3.0	-9
COc1ccccc1NC(=O)C1CCCN(c2cnccn2)C1 (stereo not drawn)	0.9	7	x	3	1.2	-2	4	-3	3.2	-0.6	-11
CCOc1ccccc1C(=O)NN1CCOCC1	-0.8	5	10	16	-0.4	-11	4	28	-2.1	-3.0	-13
CC(=NCCCn1ccnc1)C1=C(O)c2ccccc2C1=O	0.7	0	-9	11	-1.7	-1	-2	14	2.6	-2.0	-6
O=C(NNc1nc(-c2ccc(F)cc2)cs1)c1ccccc1	3.9	46	16	15	3.6	-1	-4	-19	2.1	-3.0	-6
COc1ccc(C(=O)N2CCN(Cc3ccccc3)CC2)cc1[N+](=O)[O-]	-0.4	16	-2	2	-0.1	4	19	0	0.2	-0.4	3
